Growth percent in the NCI-60 one-dose screen (48 h, 10 µM unless noted): 100 = growth as untreated, 0 = no growth, -100 = all killed.
NCI-H522: NCI-H522 lung cancer; hit rate 8% among 78,000
HT29: HT29 colon cancer; hit rate 7.4% among 81,000
NCI/ADR-RES: NCI/ADR-RES ovarian cells; hit rate 4.4% among 81,000; AID 1794790
NCI-H322M: NCI-H322M lung cancer. hit rate 2.7% among 80,000
HCT-15: HCT-15 colon cancer; hit rate 5.2% among 82,000; AID 1794746
HCT-116: HCT-116 colon cancer | hit rate 7.3% among 82,000
COLO 205: COLO 205 colon cancer; AID 1794742; hit rate 7.3% among 79,000
NCI-H226: NCI-H226 lung cancer. hit rate 3.5% among 79,000. AID 1794732
NCI-H460: NCI-H460 lung cancer | hit rate 6.8% among 82,000
An asterisk follows results filed as active; . = no result given; & = joins results of further samples. Rule for the calls: active = growth percent below 10; inactive = the rest. An unsorted share of the library, and some 12% of all compounds hit somewhere here.

SMILES	NCI-H522	HT29	NCI/ADR-RES	NCI-H322M	HCT-15	HCT-116	COLO 205	NCI-H226	NCI-H460
CN1CCc2c(sc3ncnc(N/N=C/c4ccc([N+](=O)[O-])cc4)c23)C1	94	76	88	71	69	29	72	79	81
O[C@@H]1Cc2cc(Cl)ccc2N[C@H](c2cccs2)C1	108	114	103	95	101	115	109	.	103
CN(/C(N)=N/N=C(c1ccccn1)c1ccccn1)C1CCCCC1	105	112	103	88	104	100	114	89	101
CN1C(C)(C)CCCC1(C)C	99	109	104	104	104	104	103	111	117
O=C1c2c(O)cccc2Cc2cccc(O)c21	93	105	102	110	98	95	104	98	111
CCCCCCCCCCCCOC(=O)OC1CCC2(C)C(=CCC3C2CCC2(C)C(C(C)CCCC(C)C)CCC32)C1 (stereo not drawn)	95	.	106	114	109	106	116	108	110
COC(=O)[C@]12CC[C@@H](C(=O)/C=C/c3cccnc3)[C@@H]1[C@H]1CC[C@@H]3[C@@]4(C)C/C(=C/c5cccnc5)C(=O)C(C)(C)[C@@H]4CC[C@@]3(C)[C@]1(C)CC2	-60*	-45*	-39*	-81*	-46*	-87*	-45*	-44*	-78*
CC(=O)OC(C)c1cccc(C#N)c1 (stereo not drawn)	103	104	106	104	105	100	113	95	108
Cc1ccc(Cn2c(C)c(-c3ccccc3)c(-c3ccccc3)c2C)cc1	.	53	80	63	43	38	92	99	46
NC1=CCNN1	115	103	100	97	110	106	96	85	.
C=C(C)[C@@H]1CC[C@]2(C(=O)OC)CC[C@]3(C)[C@H](CC[C@@H]4[C@@]5(C)C/C(=C/c6cccc([N+](=O)[O-])c6)C(=O)C(C)(C)[C@@H]5CC[C@]43C)[C@@H]12	92	96	93	100	104	92	102	97	105
O=S(=O)(O)c1ccc2ccccc2c1O	80	88	99	102	100	105	106	92	110
CN(C)C(Cl)(N(C)C)C(Cl)(N(C)C)N(C)C	100	100	.	103	110	112	118	94	114
COc1ccc2c(c1)CC/C(=C\c1ccc(OCC(=O)c3ccc(Cl)cc3)cc1)C2=O	71	71	99	151	172	103	137	109	121
O=C1NCCCN1	97	109	117	119	93	108	115	96	123
CSc1nc(NC=O)cc(=O)[nH]1	101	125	97	134	108	111	109	106	111
Cc1nnc(-c2ccccc2)o1	106	101	.	103	109	110	126	95	114
COC(=O)[C@H](Cc1ccc(O)cc1)NC(=O)C1(C)CCC[C@]2(C)[C@H]3C[C@H]4C(C(C)C)=C[C@]3(CC[C@@H]12)[C@@H]1C(=O)OC(=O)[C@@H]14 (stereo partly drawn)	95	105	105	94	102	96	100	.	106
CCOC(=O)CC1(C)c2nc(NC(C)=O)sc2Cc2sc(NC(C)=O)nc21	98	102&99	105&101	104&107	104&95	96&104	114&91	99&93	115&106
CCOC(=O)c1ccc(NC(=O)CSc2nnc(Cc3ccccc3Nc3c(Cl)cccc3Cl)o2)cc1	77	101	99	97	97	98	105	92	103
O=[N+]([O-])c1cccc(-c2nc3sccn3c2-c2ccnc(NCCCNS(=O)(=O)c3ccc(F)cc3)n2)c1	0.1*	18	-16*	27	-3.8*	4.4*	4.5*	-3.9*	10
CC(=O)c1c[nH]c2ccccc12	93	118	107	101	101	98	119	97	113
Cc1nn(-c2ccc(Cl)cc2)c(=O)n1CCOc1ccc(Cl)c2cccnc12	81	102	95	94	103	94	108	94	101
COc1cccc(C2CC(=O)Nc3cc4c(cc32)CCC4)c1OC (stereo not drawn)	61	9.4*	42	68	36	58	50	.	62
CCCCc1nc(Cl)c(C2C(C#N)=C(N)Oc3n[nH]c(CCC)c32)[nH]1 (stereo not drawn)	97	119	107	108	109	105	138	101	107

Some of the entries above, set out differently:
Structure: CN1C(C)(C)CCCC1(C)C
  NCI-H522: 99
  HT29: 109
  NCI/ADR-RES: 104
  NCI-H322M: 104
  HCT-15: 104
  HCT-116: 104
  COLO 205: 103
  NCI-H226: 111
  NCI-H460: 117
Structure: O=C1c2c(O)cccc2Cc2cccc(O)c21
  NCI-H522: 93
  HT29: 105
  NCI/ADR-RES: 102
  NCI-H322M: 110
  HCT-15: 98
  HCT-116: 95
  COLO 205: 104
  NCI-H226: 98
  NCI-H460: 111
Structure: CCCCCCCCCCCCOC(=O)OC1CCC2(C)C(=CCC3C2CCC2(C)C(C(C)CCCC(C)C)CCC32)C1 (stereo not drawn)
  NCI-H522: 95
  HT29: .
  NCI/ADR-RES: 106
  NCI-H322M: 114
  HCT-15: 109
  HCT-116: 106
  COLO 205: 116
  NCI-H226: 108
  NCI-H460: 110
Structure: COC(=O)[C@]12CC[C@@H](C(=O)/C=C/c3cccnc3)[C@@H]1[C@H]1CC[C@@H]3[C@@]4(C)C/C(=C/c5cccnc5)C(=O)C(C)(C)[C@@H]4CC[C@@]3(C)[C@]1(C)CC2
  NCI-H522: -60*
  HT29: -45*
  NCI/ADR-RES: -39*
  NCI-H322M: -81*
  HCT-15: -46*
  HCT-116: -87*
  COLO 205: -45*
  NCI-H226: -44*
  NCI-H460: -78*

The results go on:
SMILES	NCI-H522	HT29	NCI/ADR-RES	NCI-H322M	HCT-15	HCT-116	COLO 205	NCI-H226	NCI-H460
CCOc1ccccc1-c1cc(-c2cccc(Cl)c2)c(C#N)c(=O)[nH]1	48	106	71	98	47	94	107	100	100
O=C1/C(=C\c2ccc[nH]2)c2ccccc2N1c1ccccc1	75	105	90	92	83	95	108	.	96
O=C(NCSC1=NCCS1)NCSC1=NCCS1	64	85	99	103	98	101	99	87	89
O=C(/C=C/C(=O)Oc1c(Cl)cc(Cl)cc1[N+](=O)[O-])Oc1c(Cl)cc(Cl)cc1[N+](=O)[O-]	113	116	105	123	113	93	125	113	115
CCCCn1sc(=O)n(Cc2ccc(CNC(=O)C(C)c3ccc(CC(C)C)cc3)cc2)c1=O (stereo not drawn)	78	73	108	106	105	88	.	92	104
CC(C(=O)c1cccs1)C(=O)C(F)(F)F (stereo not drawn)	106	107	107	107	102	108	130	101	110
C#CCN[C@@H]1CCc2ccccc21	96	102&95	105&100	98	110&96	94&99	100&112	109&104	93&111
CN(C)c1ccc(/C=N/NC(=O)c2cnc3n(c2=O)CCCCC3)cc1	87	109	93	100	97	102	113	95	104
O=C(Nc1ccccc1F)Oc1cccc(OC(=O)Nc2ccccc2F)c1	121	98	92	101	104	247	125	98	105
C[C@@H](C(=O)O)c1ccc2c3cc(Cl)ccc3n(Cc3cc(=O)oc4ccc(Cl)cc34)c2c1	91	97	98	86	99	88	113	103	111
COC(=O)C1(C)CC1(c1ccccc1)c1ccccc1 (stereo not drawn)	78	92	101	107	105	79	101	83	105
Fc1ccc(/C=N/n2c(-c3cc(Cl)cc(Cl)c3Cl)nn(CNc3ccc(Cl)nn3)c2=S)cc1	83	103	87	95	110	78	100	97	112
CCCCCCCCCCNc1nc(N)nc(Nc2ccc(C)cc2)n1	78	88	91	98	96	81	94	83	101
CCOc1ccc(-n2nc(C(=O)NCc3cccc(C)c3)nc2-c2cc(OC)c(OC)c(OC)c2)cc1	66	90	87	92	94	89	93	92	98
Cc1oc2ccccc2[n+]1CC(=O)c1ccccc1	85	86	91	92	81	78	97	97	91
CC(C)(C)Nc1c(-c2ccc(-c3ccccc3)cc2)nc2ncccn12	50	17	82	80	52	53	74	78	80
Cc1cn(C(C)C)c(=O)n(-c2ccccc2)c1=O	96	110	105&105	112&110	111&100	103&112	104&105	98&103	105&102
COc1cc(-c2nc(C(=O)NCC(=O)O)nn2-c2ccc(Cl)cc2)cc(OC)c1OC	97	106	105	102	102	103	108	87	110
C=C1C(=O)O[C@H]2[C@H]1CC/C(COC(=O)/C=C\C(=O)NC)=C\CC[C@@]1(C)O[C@@H]21	104	113	100	96	103	107	.	.	105
C[C@@H]1CCCCCCCCC[C@H](O)C(=O)C[C@@H](SC[C@@H](O)C(=O)O)C(=O)O1	66	82	106	116	87	55	117	102	108
CC1=CC(C)C(=O)N(C)C(C)=C1 (stereo not drawn)	125	114	117	115	112	119	103	97	110
O=C(Cc1ccccc1)NS(=O)(=O)c1ccccc1	100	110	104	97	103	99	114	97	105
NC(=O)c1ccc(Cl)cc1	98	107	111	94	105	96	101	94	101
CC(=C\c1ccccc1)/C=C1\C(=O)NC(=S)N1C=C1C(=O)NC(=O)NC1=O	88	94	102	105	96	107	110	101	103
N#Cc1ccc(/C=N/N=C2\C(=O)Nc3ccc(Br)cc32)cc1	88	111	105	106	84	102	113	95	101

Limited to NCI-H460, NCI-H322M and HT29, for 4 of the compounds above:
Molecule	NCI-H460	NCI-H322M	HT29
CC(C(=O)c1cccs1)C(=O)C(F)(F)F (stereo not drawn)	110	107	107
C#CCN[C@@H]1CCc2ccccc21	93&111	98	102&95
Cc1cn(C(C)C)c(=O)n(-c2ccccc2)c1=O	105&102	112&110	110
COc1cc(-c2nc(C(=O)NCC(=O)O)nn2-c2ccc(Cl)cc2)cc(OC)c1OC	110	102	106

Later entries:
SMILES	NCI-H522	HT29	NCI/ADR-RES	NCI-H322M	HCT-15	HCT-116	COLO 205	NCI-H226	NCI-H460
Cc1c(C)c2ccc3c(c2oc1=O)N=C(c1ccccc1)CO3	.	99	96	90	72	93	122	105	106
C=CC(=O)OCC(C)(C)[N+](=O)[O-]	88	99	96	96	107	109	104	89	107
O=C1SC2=Nc3c(sc4ccc(Cl)cc34)C(c3ccc4ccccc4c3)N2C1=O (stereo not drawn)	83	103	91	86	93	77	102	77	95
COc1ccc(C2C(C#N)=C(c3c[nH]c4ccccc34)Nc3nc(N)nc(N)c32)cc1 (stereo not drawn)	73	59	95	71	100	66	47	75	84
CC(C)(C#N)c1cc(Cn2cncn2)cc(C(C)(C)C#N)c1	.	102	107	.	99	111	114	106	103
Cc1nc(N)nc(SCc2ccccc2)c1Br	67	93	96	70	102	89	105	84	104
O=C1OC(=O)c2ccccc2C1=O	88	96	105	112	101	104	112	104	.
Oc1ccc(-c2nn(-c3ccccc3)cc2-c2nc3ccccc3[nH]2)cc1	102	110	93	99	100	99	117	93	101
Clc1ccnc(Cl)n1	100	105	105	.	105	112	114	100	104
CCCCn1c(=O)[nH]c(N)c(C(c2ccc(Cl)cc2)c2c(N)[nH]c(=O)n(CCCC)c2=O)c1=O	38	25	103	64	77	27	44	59	32
COc1ccc(/C(C)=C(/c2ccc(O)cc2)c2ccc(OCCN(C)C)cc2)cc1	97	51	89	91	83	86	100	84	97
COc1ccc(C2=CCCCCC2)cc1OC	94	100	117	.	97	109	107	93	106
CCCOC(=O)N1CCCC1	108	109	117	121	103	105	113	139	116
Cn1c(=O)c2[nH]c(Cc3cccc(O)c3)nc2n(C)c1=O	97	111	117	106	107	110	120	110	104
F[Si]1(c2cccc(Br)c2)c2ccccc2-c2ccccc21	64	76	90	96	88	64	99	94	91
Fc1ccc(-c2cc3nc(C(Cl)Cl)nc(-c4ccc(Cl)cc4)n3n2)cc1	30	-35*	20	-45*	12	12	-57*	79	-66*
NS(=O)(=O)c1ccc(NN=Nc2ccc(S(=O)(=O)O)cc2)cc1	103	108	104	105	109	108	109	98	109
CO[C@@H]1[C@@H](OC)N(S(=O)(=O)c2ccc(Cl)cc2Cl)C(=O)N1S(=O)(=O)c1ccc(Cl)cc1Cl	84	96	92	87	104	88	91	105	101
O=C(Cc1ccccc1[N+](=O)[O-])NCC1(c2cccc3c2OCO3)OCCO1	105	116	96	.	109	105	113	90	105
Cn1cc(-c2cc3nc(-c4cn(C)c5ncc(Br)cc45)cc(N)n3n2)c2cc(Cl)ccc21	-80*	-89*	-58*	-73*	-78*	-89*	-78*	-41*	-70*
CCOC(=O)c1n[nH]n2c1nc(=O)c1sc3ccccc3c12	87	96	102	127	109	99	115	105	111
O=C(OCc1ncc(-c2ccc(C(F)(F)F)cc2)c(NC2CCCCCC2)n1)c1c(F)c(F)c(F)c(F)c1F	38	43	96	88	89	53	59	78	63
CC1CN(CCCO)CCN1 (stereo not drawn)	92	111	97	104	120	97	146	97	99
O=c1[nH]c2cc(Cl)ccc2nc1C1=C(O)c2ccccc2C1	103	110	104	107	106	106	108	99	115
O=C(NCc1cccnc1)C1=NOC(Cc2nc3ccccc3o2)C1 (stereo not drawn)	96	104	103	109	105	107	114	108	110

Additional structures
SMILES	NCI-H522	HT29	NCI/ADR-RES	NCI-H322M	HCT-15	HCT-116	COLO 205	NCI-H226	NCI-H460
Cc1ccc(S(=O)(=O)NC(CC(=O)OCc2ccccc2)C(=O)OCc2ccccc2)cc1 (stereo not drawn)	104	115	.	115	94	92	115	94	105
Cc1ccccc1N=Nc1ccc(N=Nc2cc(S(=O)(=O)O)c3ccccc3c2O)c(C)c1	92	103	101	101	110	106	115	101	.
CCCCCC(N)=O	102	109	109	106	101	103	107	.	112
N#Cc1c(N)nc2c(nnn2-c2ccccc2)c1N	81	96	105	105	107	93	110	100	101
O=C(OCc1ccc2c(Br)cc(Br)c(O)c2n1)N1CCN(C(=O)c2cc3cc(F)ccc3[nH]2)CC1	82	105	61	96	59	90	83	90	96
N#Cc1cccc(-c2cc(-c3ccc4c(c3)OCCO4)[nH]n2)c1	24	11	20	55	23	23	20	72	15
O=C1NC(=O)N2CCCC12 (stereo not drawn)	100	105	105	110	99	115	121	104	105
COc1ccc(OCc2ccccc2)cc1	86	90	110	101	101	101	113	94	109
O=S(=O)(NCCCNc1nccc(-c2c(-c3cccc(O)c3)nc3occn23)n1)c1ccc(C(F)(F)F)cc1	85	81	94	80	101	85	103	79	87
COc1ccc(C2[C@@H](Cl)C(=O)N2c2cc(OC)c(OC)c(OC)c2)cc1Cl (stereo partly drawn)	-29*	-3.9*	18	40	11	-9.7*	-50*	60	5.2*
CCOC(=O)c1cc(-c2cccc(Cl)c2)nc2ccccc12	.	91	101	92	93	97	120	109	106
CN1CCN(c2ccc3nc(/N=C/c4ccc5sc(-c6ccc([N+](=O)[O-])cc6)nc5c4)sc3c2)CC1	95	103	104	105	102	107	.	98	103
CC(O)C(NC(=O)OCc1ccccc1)C(=O)O (stereo not drawn)	99	.	117	104	105	117	113	106	125
O=C1C(=O)c2ccccc2C(O)=C1Br	88	100	95	91	101	97	135	88	101

Screens: PubChem BioAssay, NCI
